Screening data from PubChem.
TCR activator: activators of T cell receptors; AID 504894; 330,000 tested, under 10 active; primary human leukocytes, anti-CD3, IL-2 HTRF, 48 h; Potency, µM (highest dose often 9.22 µM), for the others: top-dose activation of IL-2 secretion, most hits filed as activators; note: % of control where 0% means no effect
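48 hr co-incubation of compounds, a-CD3 beads and primary human leukocytes; IL-2 quantified homogeneously by HTRF with anti-IL-2 K and d2 conjugates.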
Coupling enz: coupling enzyme interference in Giardia aldolase counter-screen; 290,000 tested, 0.67% active; coupling enzyme system counterscreen, AmpLite Red fluorescence; AID 2472; activity change, negative = inhibition, % at 58.2 µM, hits read low; in the data active = activity change below about -30%; note: % is set by controls: 0 for no effect and ±100 for the full control effect
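Final compound at 57.5 uM, incubated 10 min at RT with coupling enzyme reagent (glyceraldehyde-3-phosphate), then 20 min with substrate and AmpLite Red detection. Fluorescence read at 525/598 nm; tests interference with the coupling assay, not aldolase inhibition.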
KCNH2 WT inh: KCNH2 (human, wildtype) channel inhibition; activity change, % at 1.84 µM; 340,000 tested, 0.37% active; U2OS, BacMam KCNH2, thallium flux FluxOr; stronger effect = lower value; AID 720551; Q12809;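 active = maximum activity change below -70%; inconclusive = maximum activity change between -70% and -50%; inactive = maximum activity change above -50%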; note: % is set by controls: 0 for no effect and ±100 for the full control effect
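U2OS cells were transduced with wild-type KCNH2 virus (2.03 x 10^8 / mL) for 4 h at room temperature, then cultured overnight at 37 C. Thallium flux was read with FluxOr dye. Rate constants were normalized to DMSO controls.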
Tb PFK block: inhibitors of T. brucei phosphofructokinase; T. brucei PFK, ADP-Glo luminescence; 330,000 tested, 0.17% active; O15648; Potency, µM (series often up to 57.5 µM), for inactives: at the top dose activity, negative = inhibition, usual class: inhibitors;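 note: potency is the fitted concentration of half-maximal effect; 0% = uninhibited 1x PFK enzyme wells and -100% = no-enzyme wells; nearly all actives have a fitted effect of over 60% in size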
Target sequence (O15648 whole entry, looked up): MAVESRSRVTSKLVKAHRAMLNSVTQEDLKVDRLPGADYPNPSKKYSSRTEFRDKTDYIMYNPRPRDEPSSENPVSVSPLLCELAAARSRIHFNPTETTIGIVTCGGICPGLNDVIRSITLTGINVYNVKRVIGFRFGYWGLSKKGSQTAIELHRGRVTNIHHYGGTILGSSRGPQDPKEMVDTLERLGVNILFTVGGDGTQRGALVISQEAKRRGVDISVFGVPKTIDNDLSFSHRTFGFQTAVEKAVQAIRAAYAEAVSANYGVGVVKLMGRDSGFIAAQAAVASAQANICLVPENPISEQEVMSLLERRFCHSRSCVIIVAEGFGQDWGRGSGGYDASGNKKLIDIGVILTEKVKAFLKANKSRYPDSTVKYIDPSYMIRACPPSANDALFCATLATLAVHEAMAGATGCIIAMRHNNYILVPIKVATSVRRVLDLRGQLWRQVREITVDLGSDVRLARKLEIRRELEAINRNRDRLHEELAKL
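Luminescent ADP detection (ADP-Glo, two-step: ATP depletion then ADP-to-ATP conversion for luciferase) reported PFK activity after 45 min room-temperature reaction of 1.25 nM enzyme with 0.5 mM F6P and 0.1 mM ATP at pH 8.0.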
MLL CXXC-DNA inh: inhibitors of human MLL CXXC domain-DNA interaction; Potency, µM (top dose mostly 115 µM), for the others: top-dose activity change, negative = inhibition, most hits filed as inhibitors; 290,000 tested, 0.037% active; MLL-CXXC / FITC-HOXA9 DNA fluorescence polarization; active = well fitted inhibition curve with a large enough effect in the polarisation, with a control signal flat, not every such curve was filed as active; inconclusive = small, poorly fitted or top-dose-only effect, or effect the other way, or a change in a side signal; inactive = no such curve, though single readings can be large or run the other way; the % refers to the polarisation; note: potency is the fitted concentration of half-maximal effect
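Purified MLL-CXXC (added from a 7 uM solution) was preincubated 5 min at ambient with pinned compounds in 50 mM Tris-HCl pH 7.5, 50 mM NaCl, 1 mM DTT, 0.05% BSA. Fluorescein-labeled HOX-A9 DNA (50 nM solution) followed, 30 min, then polarization read.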
Chronic BCR inh: inhibitors of chronic active B-cell receptor signaling | ABC-DLBCL IkBa-CBG/CBR reporter, luminescence ratio, 4 h | 340,000 tested, 0.05% active | Potency, µM (highest dose often 46.1 µM), for inactives: top-dose ratio change, negative = lower green/red ratio, usual class: inhibitors; active = well fitted inhibition curve with a large enough effect in the signal ratio, with a control signal flat, not every such curve was filed as active; inconclusive = small, poorly fitted or top-dose-only effect, or effect the other way, or a change in a side signal; the % refers to the signal ratio;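 note: potency is the fitted concentration of half-maximal effect; plate controls were basal doxycycline-induced cells for no effect and cells given 10 µM MG132 for full effect; MG132 reads +100%, hits lower the ratio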
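Compounds up to 46 uM were incubated four hours with TMD8 cells whose green CBG68 luciferase is fused to IkappaBalpha; red CBR luminescence normalised the signal, and concentration-effect curves were fitted to fusion, red and ratio data.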
Giardia kill: Giardia lamblia killing; AID 540267; Giardia lamblia trophozoite viability; 340,000 tested, 0.15% active; activity change, % at 7.66 µM, hits read low; in the data active = activity change below about -80%; inconclusive = between about -30% and that limit;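 note: parasites exposed to compound for two days anaerobically before the ATP read; % is set by controls: 0 for no effect and ±100 for the full control effect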
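Viability, read as ATP luminescence: trophozoites at 100 cells/well, compound added, 48 hrs anaerobic at 37 deg C, then 15-30 min room-temperature development before reading.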
A-T KAP1 phos: potential ataxia-telangiectasia treatment; […] A-T fibroblasts, KAP-1 phosphorylation AlphaLISA; neocarzinostatin DNA damage 30 min before lysis; 320,000 tested, 0.19% active; Potency, µM (series often up to 57.5 µM), for the others: at the top dose activation, actives largely listed as activators; note: potency is the fitted concentration of half-maximal effect; % of control where 0% means no effect; nearly all actives have a fitted effect of over 45% in size
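ATM-like activity read as KAP-1 phosphorylation via AlphaLISA donor/acceptor antibody pairs after lysis and 6 hr at 25C. Cells were ATM-null patient fibroblasts ([…], hTERT), dosed 60 min, then exposed to the DSB inducer NCS for 30 min.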
GALK inhibitor: galactokinase (human) inhibition; Purified GALK, Kinase-Glo residual ATP luminescence; P51570; Potency, µM (series often up to 57.5 µM), without a hit: at the top dose activity change, negative = inhibition, usual class: inhibitors; 270,000 tested, 0.007% active; note: potency is the fitted concentration of half-maximal effect; % is set by controls: 0 for no effect and ±100 for the full control effect
Target sequence (P51570 whole entry, looked up): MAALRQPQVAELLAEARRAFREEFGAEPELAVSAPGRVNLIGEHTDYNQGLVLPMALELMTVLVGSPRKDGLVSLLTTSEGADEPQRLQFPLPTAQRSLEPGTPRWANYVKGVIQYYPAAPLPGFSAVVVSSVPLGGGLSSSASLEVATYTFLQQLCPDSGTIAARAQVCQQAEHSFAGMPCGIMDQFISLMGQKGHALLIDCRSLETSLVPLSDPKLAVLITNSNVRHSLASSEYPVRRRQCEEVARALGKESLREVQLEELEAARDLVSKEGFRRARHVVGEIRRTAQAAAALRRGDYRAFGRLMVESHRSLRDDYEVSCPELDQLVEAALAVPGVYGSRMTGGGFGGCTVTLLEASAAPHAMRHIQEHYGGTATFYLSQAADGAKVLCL
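Compounds were pin-transferred into ATP buffer (35 uM final), then GALK plus galactose (5 nM, 100 uM final) was added. After 1 h at room temperature, Kinase-Glo Plus was added and luminescence read after 10 min.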
TSHR antag: antagonists of human thyroid stimulating hormone receptor; AID 504810; 330,000 tested, 0.2% active; P16473; TSHR-expressing cells, TSH-stimulated cAMP HTRF, 2 h; stronger effect = lower value; activity change, negative = inhibition, % at 11.5 µM;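 active = activity change below a set negative limit, meaning inhibition stronger than a set level, cut at about -70% in these data; inconclusive = activity change between two set negative limits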; note: % is set by controls: 0 for no effect and ±100 for the full control effect
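Read-out is FRET at 665 nm (cryptate excitation 337 nm) from a cryptate-tagged anti-cAMP antibody, competed by cell cAMP against cAMP-d2. Compounds are tested on freshly harvested TSHR cells challenged with 4nM TSH (EC80) for 2 hours at 37 deg C.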
Numbers without * were called inactive; [ ] = remark or other dose. Unless noted, calls come from the whole dose curve; as a rule, active = well fitted curve in the direction sought with a large enough effect; inconclusive = small, poorly fitted or top-dose-only effect, or another doubt; inactive = no such curve, though single readings can be large; an effect the other way counts as inactive or inconclusive.

Results for CCN(CC)C(=O)CSc1n[nH]c(=S)n1N ?
TCR activator: -1%; Coupling enz: -11; KCNH2 WT inh: 14; Tb PFK block: -4%; MLL CXXC-DNA inh: -7%; Chronic BCR inh: 17%; Giardia kill: -9; A-T KAP1 phos: 2%; GALK inhibitor: -1%; TSHR antag: 6

Results for CN(C)C(=O)c1nc2ccc(Cl)cn2c1CN1CCCC(OCc2ccccc2)C1 (stereo not given) ?
TCR activator: 0%; Coupling enz: -1; KCNH2 WT inh: 6; Tb PFK block: 2%; MLL CXXC-DNA inh: -26%; Chronic BCR inh: 1%; Giardia kill: 18; A-T KAP1 phos: 2%; GALK inhibitor: 1%; TSHR antag: -7

Results for CS(=O)(=O)N1CCC(C(=O)Nc2ccc(Cl)c(C(F)(F)F)c2)CC1 ?
TCR activator: -1%; Coupling enz: 0; KCNH2 WT inh: -4; Tb PFK block: -14%; MLL CXXC-DNA inh: -2%; Chronic BCR inh: 4%; Giardia kill: 6; A-T KAP1 phos: 5%; GALK inhibitor: -1%; TSHR antag: -10

How did CCN1CCN(C(=O)c2ccc(CN(c3ccc(C)c(C)c3)S(C)(=O)=O)cc2)CC1 do in these assays?
TCR activator: -3%; Coupling enz: -4; KCNH2 WT inh: 3; Tb PFK block: -1%; MLL CXXC-DNA inh: -2%; Chronic BCR inh: 12%; Giardia kill: 20; A-T KAP1 phos: 1%; GALK inhibitor: -2%; TSHR antag: 7

What do the screens show for `COC(=O)c1ccccc1NC(=O)N1CCN(C/C=C/c2ccccc2)CC1`?
TCR activator: -1%; Coupling enz: -1; KCNH2 WT inh: 14; Tb PFK block: 0%; MLL CXXC-DNA inh: 8%; Chronic BCR inh: 0%; Giardia kill: -5; A-T KAP1 phos: 3%; GALK inhibitor: -2%; TSHR antag: -1

How did O=C1NCCN/C1=C\C(=O)c1ccc(F)cc1 do in these assays?
TCR activator: 7%; Coupling enz: 1; KCNH2 WT inh: -10; Tb PFK block: -2%; MLL CXXC-DNA inh: -7%; Chronic BCR inh: inconclusive; Giardia kill: -18; A-T KAP1 phos: -46%; GALK inhibitor: 4%; TSHR antag: 4

Results for Cc1ccccc1NC(=O)C1CCCN(c2ncnc3onc(-c4ccc(F)cc4)c23)C1 (stereo not given) ?
TCR activator: 9%; Coupling enz: 3; KCNH2 WT inh: 3; Tb PFK block: -10%; MLL CXXC-DNA inh: 6%; Chronic BCR inh: -4%; Giardia kill: 22; A-T KAP1 phos: 7%; GALK inhibitor: 2%; TSHR antag: 7

Results for CN1CCN(C(=O)C2=C[C@@H](c3coc4ccccc4c3=O)C[C@@H](OCc3ccc(CO)cc3)O2)CC1 ?
TCR activator: 5%; Coupling enz: 4; Tb PFK block: 6%; MLL CXXC-DNA inh: -9%; Chronic BCR inh: inconclusive; Giardia kill: -6; A-T KAP1 phos: -2%; GALK inhibitor: 1%; TSHR antag: -10

Results for Cc1cc(C(=O)Nc2ccc(S(=O)(=O)N3CCOCC3)cc2)c(C)o1 ?
TCR activator: 6%; Coupling enz: 0; KCNH2 WT inh: -5; Tb PFK block: -5%; MLL CXXC-DNA inh: 7%; Chronic BCR inh: 5%; Giardia kill: 5; A-T KAP1 phos: 5%; TSHR antag: 3

Results for Cc1ccc(C2(C)NC(=O)N(CC(=O)N(C)CC(=O)Nc3cccc(F)c3)C2=O)cc1 (stereo not given) ?
TCR activator: -4%; KCNH2 WT inh: -11; Tb PFK block: 0%; Chronic BCR inh: 1%; Giardia kill: 2; A-T KAP1 phos: 0%; TSHR antag: 0

What do the screens show for `Cc1cnnn1-c1ccc(C(=O)CCl)cc1`?
TCR activator: 4%; KCNH2 WT inh: 2; Tb PFK block: -18%; MLL CXXC-DNA inh: 23%; Chronic BCR inh: -3%; Giardia kill: -9; A-T KAP1 phos: 1%; GALK inhibitor: -1%; TSHR antag: -1

How did NC(=O)Nn1c(CCC(=O)O)ccc1-c1ccc(Cl)cc1 do in these assays?
TCR activator: -4%; Coupling enz: 2; KCNH2 WT inh: -2; Tb PFK block: -1%; MLL CXXC-DNA inh: 1%; Chronic BCR inh: inconclusive; Giardia kill: -4; A-T KAP1 phos: -10%; GALK inhibitor: -2%; TSHR antag: -3

Results for COc1ccc(C(=O)NC(=S)NNC(=O)c2ccc(NC(=O)C(C)C)cc2)cc1 ?
TCR activator: 0%[46.1 µM]; Coupling enz: -2; KCNH2 WT inh: 3; Tb PFK block: 0%; MLL CXXC-DNA inh: 9%; Chronic BCR inh: inconclusive; Giardia kill: -18; A-T KAP1 phos: -2%; GALK inhibitor: -6%; TSHR antag: 2

How did CCOc1ccc(NCC(=O)Nc2ccc(Cl)cc2C)cc1 do in these assays?
TCR activator: -1%[46.1 µM]; Coupling enz: -4; KCNH2 WT inh: 0; Tb PFK block: -23%; MLL CXXC-DNA inh: 5%; Chronic BCR inh: -15%; Giardia kill: 1; GALK inhibitor: 0%; TSHR antag: -12

Results for CN(C(=O)CCOc1ccccc1)c1c(N)n(Cc2ccccc2)c(=O)[nH]c1=O ?
TCR activator: 1%; KCNH2 WT inh: 1; Tb PFK block: -3%; Chronic BCR inh: inconclusive; Giardia kill: 20; A-T KAP1 phos: 1%; TSHR antag: 1

How did CC(C)(C)c1ccc(NC(=O)COC(=O)c2ccc(CN3CCCC3=O)cc2)cc1 do in these assays?
TCR activator: 3%; KCNH2 WT inh: 2; Tb PFK block: 6%; Chronic BCR inh: -2%; Giardia kill: -14; A-T KAP1 phos: 1%; TSHR antag: -2

How did OC(CON=C1c2ccccc2-c2ccccc21)CN1CCNCC1 (stereo not given) do in these assays?
TCR activator: 1%; Coupling enz: 0; KCNH2 WT inh: 2; Tb PFK block: -4%; MLL CXXC-DNA inh: 8%; Chronic BCR inh: inconclusive; Giardia kill: -7; A-T KAP1 phos: 1%; GALK inhibitor: 3%; TSHR antag: 4

Results for CN(C)Cc1c(C(=O)N/N=C/c2cccc(OCc3c(F)cccc3Cl)c2)nnn1-c1nonc1N ?
TCR activator: 1%; KCNH2 WT inh: -5; Tb PFK block: 2%; MLL CXXC-DNA inh: 44%; Chronic BCR inh: 6%; Giardia kill: 4; A-T KAP1 phos: 15%; GALK inhibitor: -7%; TSHR antag: -9

How did COc1ccc(-c2nn(CCC(=O)O)cc2/C=C2\SC(N)=NC2=O)cc1 do in these assays?
TCR activator: -2%[46.1 µM]; Coupling enz: 7; KCNH2 WT inh: -14; Tb PFK block: 1%; MLL CXXC-DNA inh: 39%[activator]; Chronic BCR inh: 0%; Giardia kill: 4; A-T KAP1 phos: -1%; GALK inhibitor: -3%; TSHR antag: 7

What do the screens show for `N#Cc1ccc(-c2nc3ccccc3c(=O)n2O)cc1`?
TCR activator: 0%; Coupling enz: -3; KCNH2 WT inh: 10; Tb PFK block: -6%; MLL CXXC-DNA inh: inconclusive; Chronic BCR inh: 6%; Giardia kill: -22; A-T KAP1 phos: inconclusive; GALK inhibitor: 3%; TSHR antag: 29

Results for CCN(C(=O)CSc1nncs1)c1c(N)n(Cc2ccccc2)c(=O)[nH]c1=O ?
TCR activator: -6%; Coupling enz: 4; KCNH2 WT inh: 3; Tb PFK block: 2%; MLL CXXC-DNA inh: 3%; Chronic BCR inh: 1%; Giardia kill: 4; A-T KAP1 phos: -2%; GALK inhibitor: 2%; TSHR antag: 36

What do the screens show for `Cn1c(=O)cc(OCC(=O)NCc2cccs2)c2ccccc21`?
TCR activator: 3%; Coupling enz: 1; KCNH2 WT inh: -10; Tb PFK block: -1%; MLL CXXC-DNA inh: 2%; Chronic BCR inh: inconclusive; Giardia kill: 20; A-T KAP1 phos: -2%; GALK inhibitor: 0%; TSHR antag: 2

Results for COc1ccc(CNS(=O)(=O)CCNC(=O)c2ccccc2)cc1 ?
TCR activator: 3%; KCNH2 WT inh: -3; Tb PFK block: -10%; Chronic BCR inh: 8%; Giardia kill: -1; A-T KAP1 phos: 11%; TSHR antag: 6

What do the screens show for `Cc1ccc(-c2cn(C[C@H]3CC[C@@H]([C@@H]4CC[C@H](Cn5cc(-c6ccc(C)cc6)nn5)O4)O3)nn2)cc1`?
TCR activator: 4%; Coupling enz: 2; KCNH2 WT inh: 7; Tb PFK block: -2%; MLL CXXC-DNA inh: 23%; Chronic BCR inh: inconclusive; Giardia kill: 16; A-T KAP1 phos: 8%; TSHR antag: 41
